Compound activity: PubChem BioAssay, several laboratories
Hck-Nef inh – human Hck-Nef kinase inhibition; P08631; Recombinant Hck-YEEI plus Nef, Z-Lyte FRET kinase assay; inhibition, % at 20 µM; actives 0.68% (n = 220,000);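 active = Hck-Nef kinase inhibition above about 50%, limit read from the data; inactive = inhibition below that limit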;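 also: 0% = DMSO with Hck plus Nef and 100% = Hck alone without Nef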
Runt-SMMHC FRET – inhibitors of human RUNX1 Runt domain binding to CBFb-SMMHC | actives 0.74% (n = 220,000) | Cerulean-Runt/Venus-CBFb-SMMHC FRET ratio 530/480, 1 h | inhibition, % at 20 µM | AID 1434;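 active = mean inhibition across duplicate retests at 20 µM reaching about 50%, limit read from the data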;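 also: 0% = DMSO wells and 100% = wells with excess untagged CBFb-SMMHC; inhibitors lower the FRET ratio by blocking Runt binding to CBFb-SMMHC; some results filed as inactive read as strong as hits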
Target sequence (Q01196 whole entry, looked up, the tested form may be a part): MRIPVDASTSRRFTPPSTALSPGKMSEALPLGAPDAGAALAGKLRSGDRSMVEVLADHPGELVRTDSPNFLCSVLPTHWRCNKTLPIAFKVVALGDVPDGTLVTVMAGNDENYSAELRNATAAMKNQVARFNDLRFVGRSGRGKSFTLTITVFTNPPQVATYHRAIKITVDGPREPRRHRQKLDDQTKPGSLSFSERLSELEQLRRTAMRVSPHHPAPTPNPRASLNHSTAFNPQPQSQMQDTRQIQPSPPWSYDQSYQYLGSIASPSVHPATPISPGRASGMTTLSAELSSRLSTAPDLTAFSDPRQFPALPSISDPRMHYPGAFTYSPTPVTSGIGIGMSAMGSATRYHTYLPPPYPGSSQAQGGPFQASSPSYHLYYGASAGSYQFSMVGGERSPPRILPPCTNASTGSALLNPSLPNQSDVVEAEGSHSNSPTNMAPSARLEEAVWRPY
Target sequence (Q13951 whole entry, looked up, the tested form may be a part): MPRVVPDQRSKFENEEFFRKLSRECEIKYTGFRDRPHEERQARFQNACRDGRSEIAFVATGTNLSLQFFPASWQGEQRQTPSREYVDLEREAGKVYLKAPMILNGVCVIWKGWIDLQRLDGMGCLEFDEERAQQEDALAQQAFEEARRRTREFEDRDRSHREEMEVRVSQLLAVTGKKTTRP
EP2 antag – EP2 receptor (human) inhibition; C6 glioma cells expressing human EP2, cAMP TR-FRET; cells stimulated with saturating PGE2; inhibition, % at 25 µM; actives 0.52% (n = 260,000); AID 1422;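 active = percent inhibition above 40 after rounding to a whole number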;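 also: rat C6 glioma host cells with rolipram phosphodiesterase inhibitor present; the protocol text gives 20 µM as final concentration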
zVAD death inh – blocks zVAD induced death of L929 cells. L929 zVAD necroptosis rescue, ATP luminescence, 24 h; with zVAD 60 µM. viability rescue, % at 10 µM. actives 0.38% (n = 220,000). AID 1377;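 active = activation, scaled between plate controls, above about 75%, limit read from the data; inactive = activation under that limit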;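 also: 0% = zVAD with DMSO and 100% = DMSO alone without zVAD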
TNF necrop inh – TNF-alpha cell death inhibition in Jurkat FADD-/- cells. actives 0.068% (n = 220,000). Jurkat FADD-/- TNF necroptosis rescue, ATP luminescence, 24 h; 0 = TNF only, 100 = no-TNF cells. AID 463075. activation (protection from cell death), % at 10 µM;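 active = activation, meaning protection from cell death, of at least 50% relative to plate controls; inactive = activation below 50%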;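 also: necroptosis triggered by 40 ng/mL TNF-alpha added together with compound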
RBBP9 inhibitor – blocks human serine hydrolase RBBP9 | O75884 | recombinant RBBP9, FP-Rh probe fluorescence polarization | inhibition, % at 7.94 µM | actives 0.2% (n = 220,000) | AID 1515;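 active = inhibition above the campaign mean of all tested compounds plus 3 SD, cut at about 14% in these data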;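 also: plate controls were DMSO wells with RBBP9 for no effect and wells lacking RBBP9 protein for full effect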
Target sequence (O75884 whole entry, looked up): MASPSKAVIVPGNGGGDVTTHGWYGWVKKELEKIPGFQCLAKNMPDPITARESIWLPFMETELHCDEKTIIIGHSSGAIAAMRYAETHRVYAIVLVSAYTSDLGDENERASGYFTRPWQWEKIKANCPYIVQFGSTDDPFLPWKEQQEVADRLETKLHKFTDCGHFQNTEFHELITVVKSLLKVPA
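Controls: DMSO-treated enzyme wells and wells lacking RBBP9 | Material: RBBP9 protein | Technique: Fluorescence polarization | Replication: Single well per compound, no replicates | Buffer or medium: Tris-NaCl-Pluronic buffer, pH 8.0 | Timing: 30 min compound preincubation, 45 min probe labeling, 25 °C | Read-out basis: Percent inhibition from mP, scaled between DMSO and no-protein wells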
EP2 modulator – EP2 receptor (human) modulation; P43116; EP2-expressing cells, cAMP HTRF FRET, PGE2 co-stimulation; induction, % at 25 µM; actives 0.83% (n = 260,000);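 active = compounds whose cAMP rise, as percent of the full-agonist control response, exceeds 60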;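 also: rat C6 glioma line stably carrying human EP2 under a CMV promoter; the protocol text gives 20 µM as final concentration; 100% = response of wells given 1 µM PGE2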
PERK inh – inhibitors of human PERK kinase; Q9NZJ5; CHO PERK-DD fusion, SEAP luminescence translation reporter; inhibition, % at 5.6 µM; actives 0.17% (n = 220,000);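 active = inhibition above the mean inhibition of all tested compounds plus 3 SD, set separately per screening campaign, cut at about 2.9% in these data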;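 also: PERK kinase domain activated by AP20187 dimerizer at 100 nM; 0% = DMSO with dimerizer and 100% = rapamycin at 8.4 µM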
Runt-CBFb FRET – inhibitors of human RUNX1 Runt domain binding to CBFb. Cerulean-Runt/Venus-CBFb FRET ratio 530/480, 1 h. Q01196+Q13951. AID 1496. inhibition, % at 20 µM. actives 0.46% (n = 220,000);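 active = inhibition over about 50% at 20 µM in the single-dose screen, limit read from the data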;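 also: 0% = DMSO wells and 100% = excess unlabeled CBFb competitor control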
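Reagent – Venus-CBFb binding partner, 100 nM · Assay system – Cerulean-tagged RUNX1 Runt domain (FRET donor) fusion protein · Input – 100 nM per protein · Incubation – two 1 h room-temperature incubations shielded from light · Measured by – FRET fluorescence · Medium – Tris buffer pH 7.5 with salts and BSA · Benchmarks – unlabeled CBFb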
* marks the source's active call; other numbers are inactive results; / = not tested or not shown; & = joins results of further samples.

Values run as follows: Hck-Nef inh | Runt-SMMHC FRET | EP2 antag | zVAD death inh | TNF necrop inh | RBBP9 inhibitor | EP2 modulator | PERK inh | Runt-CBFb FRET
(1) NC(=O)c1ccc(NC(=O)COC(=O)C(Cc2ccccc2)NC(=O)c2ccccc2)cc1 (stereo unspecified)
    33 | -2 | 3 | 0.3 | 1.0 | -1 | 15 | 1.1 | -3
(2) CC(O)CNCc1cccc2ccccc12 (stereo unspecified)
    7 | 4 | 10 | 0.5 | 1.2 | -1 | 11 | 0.4 | -1
(3) CCCn1c(=O)[nH]c(=O)c2c(C(F)(F)F)cc(-c3ccc(C)cc3)nc21
    25 | -2 | 9 | -0.6 | -3.8 | -1 | 40 | 0.7 | 2
(4) O=C(Nc1cc(S(=O)(=O)N2CCCC2)ccc1Cl)C1=COCCO1
    1 | -1 | 0 | -0.1 | -0.1 | -6 | 20 | -0.2 | 0
(5) CCN(CC)S(=O)(=O)c1ccc(N2CCOCC2)c(NC(=O)COc2ccc(C#N)cc2)c1
    -2 | -2 | 7 | -0.8 | 0.7 | -3 | 9 | -2.7 | 1
(6) O=C(Cc1cccs1)Nc1nc2ccccc2s1
    3 | 0 | 17 | 59 | 9.7 | -5 | 0 | 1.1 | -1
(7) O=C(N/N=C/c1cccc(OC(=O)N2CCOCC2)c1)c1cccs1
    1 | 0 | 3 | 0.0 | 1.3 | 4 | -23 | 0.0 | 2
(8) O=C(NNc1nc(N2CCOCC2)nc(N2CCOCC2)n1)Nc1ccc(Cl)cc1
    25 | 1 | 3 | 2.1 | 0.6 | -4 | 14 | 0.5 | -1
(9) COc1cccc(NC(=O)Cn2c(SCC(=O)N3CCOCC3)nc3ccccc32)c1
    0 | -2 | 3 | -0.7 | 0.7 | -6 | 14 | -0.3 | -1
(10) CCOC(=O)C(C)Sc1nc(-c2ccco2)cc(C(F)(F)F)c1C#N (stereo unspecified)
    9 | 4 | 3 | 0.1 | 0.1 | -1 | 33 | 0.9 | 0
(11) Cc1ccc(-c2nc(N)sc2CC(=O)OCC(=O)NCCC(C)C)cc1
    2 | -1 | 10 | 0.9 | 1.5 | -3 | -80 | 0.6 | 1
(12) COC(=O)c1c(NC(=O)c2cccnc2)sc(C(=O)N(C)C)c1C
    2 | -2 | 3 | 1.5 | 0.5 | -8 | -4 | 0.1 | 1
(13) CC(C)NC(=O)C(=O)NCCCOC(C)C
    -8 | 0 | 17 | / | 1.0 | 0 | 27 | -0.2 | -4
(14) Cc1csc2ncc(C(=O)Nc3ccccc3Cl)c(=O)n12
    42 | 1 | 8 | 1.8 | -0.3 | -5 | -8 | 1.7 | 0
(15) COc1ccccc1Nc1nc(NCc2ccco2)nc(N)c1[N+](=O)[O-]
    19 | 2 | 11 | 1.3 | -2.6 | -7 | 22 | -1.8 | -2
(16) Cn1cnc([N+](=O)[O-])c1Sc1n[nH]c(N)n1
    4 | 0 | 8 | -0.2 | 0.0 | -5 | 21 | 0.8 | 3
(17) C/C(=C\C(=O)c1cccnc1)Nc1ccc(C(=O)O)cc1
    2 | 2 | 6 | 0.2 | 0.7 | -10 | -14 | -0.3 | 8
(18) COc1ccc(/C(N)=N/OC(=O)CN(C)S(=O)(=O)c2ccccc2)cc1
    9 | 0 | 9 | 2.5 | 1.2 | -8 | -3 | 1.6 | 0
(19) CCC(C)c1ccccc1NC(=O)CN1CCN(C/C=C/c2ccccc2)CC1 (stereo unspecified)
    0 | -7 | 9 | 0.7 | 1.3 | -8 | -19 | -1.1 | -6
(20) O=C(CN1CCN(Cc2ccccc2)CC1)N=Nc1c(O)[nH]c2ccccc12
    2 | -3 | 1 | 0.5 | 2.4 | -1 | -7 | -0.5 | -1
(21) CC(NC(=O)c1ccco1)C1COc2ccccc2O1 (stereo unspecified)
    -13 | 0 | 12 | 0.1 | 0.5 | -6 | -12 | 0.4 | 2
(22) Cc1onc(-c2ccccc2)c1C(=O)Nc1ccccc1N1CCOCC1
    1 | 1 | 16 | -1.0 | 0.9 | 1 | 36 | -0.2 | 1
(23) COc1ccccc1NC(=O)COc1cccc(-n2cnnn2)c1
    2 | 1 | 9 | 75 | 1.5 | -5 | 4 | -0.1 | 0
(24) CNC(=S)NNS(=O)(=O)c1ccc(OC)cc1OC
    6 | 2 | 5 | 0.3 | 0.8 | -3 | 19 | 0.6 | 0
(25) Cc1cc(OCCn2ccnc2)cc(C(C)C)c1
    4 | 0 | 7 | -0.2 | 0.0 | -2 | 35 | 1.0 | -3
(26) COc1ccc2[nH]c(=O)c(NC(N)=S)nc2c1
    0 | 7 | 4 | 0.2 | -2.5 | -4 | 3 | 0.5 | 12
(27) CCCCSc1c(C)c2cc3c(cc2[nH]c1=O)OCO3
    1 | 0 | 39 | 0.6 | -2.1 | -3 | 9 | 0.4 | 1
(28) COc1cccc(OCCn2c(C)c(/C=N/n3cnnc3)c3ccccc32)c1
    2 | -7 | 15 | -0.4 | -3.0 | -7 | 1 | 0.4 | 1
(29) CCOC(=O)C1(CCOc2ccccc2)CCN(Cc2cccc(-n3cccn3)c2)CC1
    16 | 0 | 9 | -0.5 | 0.6 | 3 | 18 | -0.6 | -3
(30) Oc1cccc(NC(=S)N=Nc2c(O)[nH]c3ccccc23)c1
    3 | -1 | 6 | 1.5 | -4.2 | -1 | -81 | -0.6 | 3

13 of these compounds, reformatted.
(18) COc1ccc(/C(N)=N/OC(=O)CN(C)S(=O)(=O)c2ccccc2)cc1
(19) CCC(C)c1ccccc1NC(=O)CN1CCN(C/C=C/c2ccccc2)CC1 (stereo unspecified)
(20) O=C(CN1CCN(Cc2ccccc2)CC1)N=Nc1c(O)[nH]c2ccccc12
(21) CC(NC(=O)c1ccco1)C1COc2ccccc2O1 (stereo unspecified)
(22) Cc1onc(-c2ccccc2)c1C(=O)Nc1ccccc1N1CCOCC1
(23) COc1ccccc1NC(=O)COc1cccc(-n2cnnn2)c1
(24) CNC(=S)NNS(=O)(=O)c1ccc(OC)cc1OC
(25) Cc1cc(OCCn2ccnc2)cc(C(C)C)c1

| entry no. | 18 | 19 | 20 | 21 | 22 | 23 | 24 | 25 |
| --- | --- | --- | --- | --- | --- | --- | --- | --- |
| Hck-Nef inh | 9 | 0 | 2 | -13 | 1 | 2 | 6 | 4 |
| Runt-SMMHC FRET | 0 | -7 | -3 | 0 | 1 | 1 | 2 | 0 |
| EP2 antag | 9 | 9 | 1 | 12 | 16 | 9 | 5 | 7 |
| zVAD death inh | 2.5 | 0.7 | 0.5 | 0.1 | -1.0 | 75 | 0.3 | -0.2 |
| TNF necrop inh | 1.2 | 1.3 | 2.4 | 0.5 | 0.9 | 1.5 | 0.8 | 0.0 |
| RBBP9 inhibitor | -8 | -8 | -1 | -6 | 1 | -5 | -3 | -2 |
| EP2 modulator | -3 | -19 | -7 | -12 | 36 | 4 | 19 | 35 |
| PERK inh | 1.6 | -1.1 | -0.5 | 0.4 | -0.2 | -0.1 | 0.6 | 1.0 |
| Runt-CBFb FRET | 0 | -6 | -1 | 2 | 1 | 0 | 0 | -3 |

(26) COc1ccc2[nH]c(=O)c(NC(N)=S)nc2c1
(27) CCCCSc1c(C)c2cc3c(cc2[nH]c1=O)OCO3
(28) COc1cccc(OCCn2c(C)c(/C=N/n3cnnc3)c3ccccc32)c1
(29) CCOC(=O)C1(CCOc2ccccc2)CCN(Cc2cccc(-n3cccn3)c2)CC1
(30) Oc1cccc(NC(=S)N=Nc2c(O)[nH]c3ccccc23)c1

| entry no. | 26 | 27 | 28 | 29 | 30 |
| --- | --- | --- | --- | --- | --- |
| Hck-Nef inh | 0 | 1 | 2 | 16 | 3 |
| Runt-SMMHC FRET | 7 | 0 | -7 | 0 | -1 |
| EP2 antag | 4 | 39 | 15 | 9 | 6 |
| zVAD death inh | 0.2 | 0.6 | -0.4 | -0.5 | 1.5 |
| TNF necrop inh | -2.5 | -2.1 | -3.0 | 0.6 | -4.2 |
| RBBP9 inhibitor | -4 | -3 | -7 | 3 | -1 |
| EP2 modulator | 3 | 9 | 1 | 18 | -81 |
| PERK inh | 0.5 | 0.4 | 0.4 | -0.6 | -0.6 |
| Runt-CBFb FRET | 12 | 1 | 1 | -3 | 3 |

The list continues.
Values run as follows: Hck-Nef inh | Runt-SMMHC FRET | EP2 antag | zVAD death inh | TNF necrop inh | RBBP9 inhibitor | EP2 modulator | PERK inh | Runt-CBFb FRET
(31) Cc1nc2ccccn2c1C(=O)NNC(=S)Nc1ccccc1
    5 | -5 | 2 | 1.1 | 0.6 | -7 | -17 | 0.0 | 3
(32) O=S(=O)(c1ccccc1)N1C2CCC1CC(O)(c1cccnc1)C2 (stereo unspecified)
    0 | -3 | 12 | 0.2 | -0.2 | 0 | -53 | -0.1 | 0
(33) Cc1c(N=C2N=C(NC(=O)NC(C)(C)C)c3ccccc32)c(=O)n(-c2ccccc2)n1C
    17 | -14 | 5 | 19 | -2.3 | 6 | -12 | 1.1 | -9
(34) O=C(O)c1ccc2nc(-c3ccccc3)sc2c1
    3 | 2 | 8 | 0.3 | 1.6 | -1 | -68 | 1.9 | -1
(35) Cc1ccc(C(=O)NNC(=O)C(C)Sc2nc(N)cc(N)n2)cc1 (stereo unspecified)
    0 | 1 | 11&8 | -0.1 | 0.0 | -5 | -10&6 | 0.4 | 2
(36) CCCc1nc(SCC(=O)c2ccc(F)cc2)c2ccccc2n1
    -5 | 30 | 8 | 3.7 | 0.2 | -2 | 52 | 0.7 | 16
(37) N/C(CS(=O)(=O)c1ccccn1)=N\OC(=O)c1ccccc1Cl
    15 | 2 | 7 | 0.5 | 0.5 | -2 | -17 | 1.0 | 2
(38) CCN(CC)C(=O)C1CCC(C)(C(=O)O)C1(C)C (stereo unspecified)
    0 | 1 | 8 | 0.6 | 0.3 | -7 | 17 | 0.5 | -2
(39) Cc1ccc(C(=O)Nc2cc(-c3ccn[nH]3)c(C)n(N)c2=O)cc1
    30 | 2 | 9 | 15 | 0.0 | -6 | -18 | 1.5 | 0
(40) CCOc1ccc(OCCOCCN2CCOCC2)cc1
    -1 | 2 | 13 | 0.2 | 1.5 | -6 | -14 | -0.1 | 2
(41) Cc1ccc(S(=O)(=O)N(C)Cc2ccc(C(=O)NN=C(CC(C)C)CC(C)C)cc2)cc1
    4 | 0 | 15 | 2.1 | 0.8 | 7 | 7 | -0.5 | 0
(42) CCOC(=O)c1c(NC(=O)CSc2nnc(C)c(=O)[nH]2)sc2c1CCCC2
    -2 | -1 | 12 | -0.1 | 0.9 | 0 | 2 | 0.1 | -1
(43) COc1ccccc1CC(=O)NC1CC(C)(C)NC(C)(C)C1
    1 | -4 | / | 2.6 | -0.1 | -5 | 13 | -0.8 | -1
(44) CCc1nnc(NC(=O)C2CCCN(c3nc(C)cc(C)n3)C2)s1 (stereo unspecified)
    5 | 3 | 5 | 0.6 | 1.5 | -2 | 12 | 0.9 | 0

This is a subset; the hit share may differ from the screen's.
